TAAR1 antagonist: human TAAR1 antagonism | Q96RJ0 | CHO RD-HGA16 TAAR1, Fluo-8 calcium fluorescence, antagonist | inhibition, % at 3 µM | hit rate 1.5% among 360,000 | AID 624466;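 active = inhibition above a per-plate cutoff, the mean inhibition of test compounds on that plate plus 3 SD, cut at about 49% in these data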;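 also: 0% = DMSO plus EC80 beta-PEA response and 100% = DMSO alone without agonist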
Target sequence (Q96RJ0 whole entry, looked up): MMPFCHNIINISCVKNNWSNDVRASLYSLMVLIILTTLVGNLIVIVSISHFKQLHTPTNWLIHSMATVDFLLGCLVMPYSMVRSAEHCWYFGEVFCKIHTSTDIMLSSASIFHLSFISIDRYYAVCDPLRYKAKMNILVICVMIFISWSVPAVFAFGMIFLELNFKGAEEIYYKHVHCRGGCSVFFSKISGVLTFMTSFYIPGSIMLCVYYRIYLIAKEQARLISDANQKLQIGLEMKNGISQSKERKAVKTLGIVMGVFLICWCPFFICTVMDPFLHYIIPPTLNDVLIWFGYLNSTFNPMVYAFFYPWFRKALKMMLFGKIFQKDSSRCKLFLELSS
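test system = CHO RD-HGA16 cells bearing hTAAR1 | replication = singlicate | controls = DMSO-only wells and EC80 β-PEA-stimulated wells | reagent = EC80 β-phenethylamine stimulus | read-out basis = percent inhibition of PEA-evoked calcium signal, max/basal emission ratio | schedule = seeding 17-24 h prior, 75-min 37 °C, 30-min RT dye loading | signal = kinetic Fluo-8 calcium fluorescence measurement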
CHO parental Ca: counter-screen for OX1R antagonists: effect in parental CHO cells; hit rate 0.63% among 330,000; parental CHO-K1, ATP-induced calcium, Fluo-8 fluorescence; inhibition, % at 5.6 µM;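 active = inhibition above that plate's mean sample inhibition plus 3 SD, cut at about 26% in these data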;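 also: 0% = ATP-challenged DMSO wells and 100% = DMSO wells without ATP; some compounds past the cut are filed as inactive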
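Assay system: untransfected parental CHO cell line. Also added: ATP agonist challenge. Dosing: one dose, 5.6 µM nominal. Measured by: Fluo-8 fluorescence. Read-out: % inhibition. Benchmarks: ATP wells versus no-ATP DMSO wells. Repeats: no replicates.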
M1 antag: blocks human M1 muscarinic receptor. P11229. CHO-K1 hM1, Fluo-8 calcium fluorescence, ACh EC80 antagonist. inhibition, % at 3 µM. hit rate 1.3% among 360,000;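 active = percent inhibition above its own plate's cutoff, namely the mean of that plate's compound wells plus 3 SD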;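 also: peak over basal fluorescence ratio during 140 s after agonist addition; 0% = ACh EC80 plus DMSO and 100% = DMSO alone without agonist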
CHRM1 PAM: human CHRM1 positive allosteric modulation; P11229; CHO-K1 hM1, Fluo-8 calcium fluorescence, ACh EC20; 0% = ACh EC20, 100% = maximal ACh; activation, % at 3 µM; hit rate 0.088% among 360,000; in the data active = activation above about 19%, passing the limit was not always enough
TAAR1 agonist: human TAAR1 agonism | CHO RD-HGA16 TAAR1, Fluo-8 calcium fluorescence; vehicle wells 0%, saturating PEA agonist 100% | activation, % at 3 µM | hit rate 0.99% among 360,000 | AID 624467;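 active = activation above the mean activation of all test compounds in the run plus 3 SD, cut at about 38% in these data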
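Repeats: no replicates (n 1) | Material: CHO-derived RD-HGA16 cells with stable Gα16 and human TAAR1 | Technique: Kinetic Fluo-8 calcium fluorescence | Schedule: 17-24 h seeding, 75 min 37 °C dye, 30 min RT | Evaluation: % activation from peak over basal fluorescence ratio, DMSO-to-PEA scaled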
V1aR counter: activates human V1a receptor in oxytocin agonist counter-screen; P37288; CHO-V1R cells, Fluo-8 calcium fluorescence, agonist mode; 0% DMSO, 100% 3 nM vasopressin; activation, % at 3 µM; hit rate 0.25% among 320,000;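 active = activation above the mean activation of all tested compounds plus 3 SD, per screening run, cut at about 20% in these data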;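 also: signal is peak over basal fluorescence ratio across a 100 second FLIPR read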
Target sequence (P37288 whole entry, looked up): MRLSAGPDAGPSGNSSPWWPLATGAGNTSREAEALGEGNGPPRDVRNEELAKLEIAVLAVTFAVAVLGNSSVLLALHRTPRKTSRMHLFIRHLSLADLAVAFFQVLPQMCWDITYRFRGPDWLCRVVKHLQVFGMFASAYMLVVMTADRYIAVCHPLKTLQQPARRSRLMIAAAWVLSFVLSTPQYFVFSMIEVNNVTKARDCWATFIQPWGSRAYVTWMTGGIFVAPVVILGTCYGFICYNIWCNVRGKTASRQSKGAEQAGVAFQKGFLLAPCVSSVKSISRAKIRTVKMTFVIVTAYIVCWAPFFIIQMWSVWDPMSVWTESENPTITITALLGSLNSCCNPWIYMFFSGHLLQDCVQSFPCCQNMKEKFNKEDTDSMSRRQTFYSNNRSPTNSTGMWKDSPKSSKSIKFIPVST
OXTR potentiator: potentiates the human oxytocin receptor response; CHO-OTR cells, Fluo-8 calcium fluorescence, potentiator mode; 0% = oxytocin EC15, 100% = EC100; activation, % at 3 µM; hit rate 0.061% among 320,000;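 active = activation above that plate's cutoff, the mean activation of tested compounds plus 3 SD, cut at about 6.6% in these data, passing the limit was not always enough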;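 also: 100% uses oxytocin at 75 nM as the full agonist control; some results filed as inactive read as strong as hits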
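Assay system: CHO cell line stably expressing human OTR | Also added: Oxytocin at about EC15, sub-maximal agonist stimulus | Times: Compound 6 min at room temperature before oxytocin, 100 s read | Measured by: Fluo-8 intracellular calcium fluorescence, ex 470-495, em 515-575 nm | Controls: EC15 oxytocin alone as 0%, 75 nM oxytocin as 100%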
M1 ag: human M1 muscarinic receptor agonism. P11229. CHO-K1 hM1, Fluo-8 calcium fluorescence, agonist mode; 0% DMSO, 100% acetylcholine EC100. activation, % at 3 µM. hit rate 0.33% among 360,000;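 active = activation above the run's mean compound activation plus 3 SD, cut at about 16% in these data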;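 also: peak over basal fluorescence ratio within a 140 s kinetic read after compound addition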
OXTR ag: agonists of human oxytocin receptor; CHO-OTR cells, Fluo-8 calcium fluorescence; normalized: DMSO 0%, oxytocin 100%; hit rate 0.32% among 320,000; activation, % at 3 µM; AID 2435;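 active = activation above the mean of all tested compounds plus 3 SD, cutoff set per screening run, cut at about 20% in these data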;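 also: peak over basal fluorescence ratio from a 100 s FLIPR kinetic read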
Starred values were filed as active, the others as inactive; x = not tested or not shown.

compound	TAAR1 antagonist	CHO parental Ca	M1 antag	CHRM1 PAM	TAAR1 agonist	V1aR counter	OXTR potentiator	M1 ag	OXTR ag
COc1cc2cc(C(=O)N3CCN(Cc4ccc5c(c4)OCO5)CC3)c(=O)oc2cc1OC	-8	-20	-15	9	5	0.8	-8	-4	0.4
O=C(NCc1ccco1)c1cccc(-c2ccc3nccn3c2)c1	-15	x	-11	3	0	x	x	-8	x
COc1cc2c(cc1OC)C1C(C(=O)Nc3ccccc3N3CCN(C)CC3)c3ccccc3C(=O)N1CC2 (stereo not given)	-17	-10	6	-1	0	1.1	-8	-3	1.4
COc1ccc(-c2c(C(F)(F)F)nn(C)c2NC(=O)c2cccnc2)cc1	13	-17	-11	9	1	1.7	1	1	2.5
CC(OC(=O)CCN=C1NS(=O)(=O)c2ccccc21)C(=O)NC1CCCCC1C (stereo not given)	-2	-3	13	-4	0	-1.8	-10	-3	-1.6
N#Cc1c(SCC(=O)Nc2cccc(F)c2)sc2c(O)cc(=O)[nH]c12	-21	2	-6	16	-1	1.4	1	0	0.6
Cc1cc(Br)ccc1S(=O)(=O)n1ccnc1C	-13	3	-7	5	4	0.7	6	-2	0.9
CCOC(=O)CCCNC(=O)COC(=O)c1cc(Br)c(Br)s1	-5	5	-2	7	14	0.8	-15	0	0.4
O=C(O)c1ccccc1/C=N/n1c(C2CCCCC2)n[nH]c1=S	-2	-3	-3	6	1	-0.5	0	-4	0.5
O=C(c1ccc(-c2ccccc2)cc1)N1CCN(c2ccccc2F)CC1	-17	-8	-10	3	-2	-0.4	-7	-6	-1.4
Cc1ccc(S(=O)(=O)N2CCC(=O)N(CCOC(=O)Nc3cccc(Cl)c3)CC2)cc1	17	8	7	0	15	14	-15	-1	6.9
Cc1cccc(/C=C/c2onc(C)c2S(=O)(=O)N2CCC(C(=O)NC(C)(C)C)CC2)c1	9	-7	-2	0	-2	0.0	-14	-3	-0.3
COC(=O)c1[nH]c2cccc(OC)c2c1NC(=O)CN(C)CC1OCCO1	2	-20	0	0	2	-0.4	-4	-6	-0.2
COc1ccc(C)cc1NC(=O)CCNC(=O)c1ccco1	7	1	6	11	-4	0.5	-2	7	0.4
O=C(CCC(=O)c1ccc(Br)cc1)Nc1ccc(F)cc1	5	-3	-11	8	-3	-0.4	3	-5	-1.8
O=C(Nc1ccc2c(c1)OCO2)C(c1ccc(Cl)cc1)N1CCC2(CC1)OCCO2 (stereo not given)	18	-24	-1	2	4	-0.2	-7	-2	-0.5
Cc1nc(C)c(Oc2ccc(Cl)cc2Cl)c(=O)[nH]1	-12	-31	-8	8	0	2.2	-9	-2	-0.6
CCCCN1C(=S)SC(C)(C)C1/[N+]([O-])=C/c1ccc(S(=O)(=O)NC)cc1 (stereo not given)	23	3	7	1	6	0.8	-4	-2	1.1
OC1CCCN(CC(O)COC(c2ccccc2)c2ccccc2)C1 (stereo not given)	-1	-2	-3	-1	1	1.1	-2	-6	1.2
O=C(Nc1ccc(NC(=O)C2CC2)nc1)c1cccnc1	-4	-10	-2	4	4	0.1	-5	-3	1.6

Profiles, looked up by structure:
`OC1CCCN(CC(O)COC(c2ccccc2)c2ccccc2)C1` (stereo not given) across the screens: TAAR1 antagonist: -1; CHO parental Ca: -2; M1 antag: -3; CHRM1 PAM: -1; TAAR1 agonist: 1; V1aR counter: 1.1; OXTR potentiator: -2; M1 ag: -6; OXTR ag: 1.2
`COc1ccc(-c2c(C(F)(F)F)nn(C)c2NC(=O)c2cccnc2)cc1` across the screens: TAAR1 antagonist: 13; CHO parental Ca: -17; M1 antag: -11; CHRM1 PAM: 9; TAAR1 agonist: 1; V1aR counter: 1.7; OXTR potentiator: 1; M1 ag: 1; OXTR ag: 2.5

Further entries:
compound	TAAR1 antagonist	CHO parental Ca	M1 antag	CHRM1 PAM	TAAR1 agonist	V1aR counter	OXTR potentiator	M1 ag	OXTR ag
Cc1ccc(N=C2NC(=O)S/C2=C\c2ccco2)cc1	-9	-6	-6	9	8	-1.2	-4	-7	-0.6
COc1ccc(-c2nc(=S)[nH][nH]2)cc1	-1	9	-27	3	4	0.0	-6	1	0.1
COC(=O)c1ccc(N2CCN(S(=O)(=O)c3ccc(Br)cc3)CC2)c([N+](=O)[O-])c1	17	5	-10	11	12	4.9	-17	0	3.3
CCOc1ccc(N=Nc2ccc(O)c3ncccc23)cc1	6	x	-13	10	7	x	x	-2	x
COc1ccc2[nH]c(=O)c(CN(CCCN(C)C)C(=O)Nc3ccc(F)cc3)cc2c1	2	-17	3	1	5	0.0	-12	-6	0.6
O=C1N[C@@H](Cc2ccccc2)C(=O)N2CCC[C@@H]12	11	4	-10	8	-1	0.1	-2	-4	0.3
O=S(=O)(c1ccccc1)c1nc(-c2ccccc2)oc1NCc1cccnc1	-2	-18	-5	8	17	1.2	-5	-2	-0.9
Cc1cc(=O)n2c(-c3ccc(Cl)cc3)csc2n1	-13	-11	-13	11	0	-0.5	0	-6	-1.7
NC1=NN(c2c(Cl)cc(Cl)cc2Cl)C(=O)C1	3	x	-14	7	0	x	x	-3	x
O=C(NCc1cccnc1)C1CC(c2ccccc2O)=NO1 (stereo not given)	-7	-2	-18	13	2	0.8	-2	-3	2.5
CCCC(=O)NC(c1ccccc1Cl)c1ccc2cccnc2c1O (stereo not given)	-26	-16	-9	5	3	-0.6	-6	-4	-2.9
CC(=O)Nc1cccc(N)c1	6	-9	-8	0	1	-0.2	4	-5	0.2
O=C(COC(=O)c1ccccn1)Nc1ccc2c(c1)OCO2	2	-4	-4	4	8	0.3	-2	-2	-0.8
N#CC(c1ccccc1)C(CC(=O)c1ccccc1)c1ccccc1 (stereo not given)	38	x	4	-13	2	x	x	-8	x
N#Cc1c(NC(=O)CCC(=O)O)sc2c1CCCC2	2	-4	-6	12	-3	0.8	5	-2	0.8
O=C(O)c1ccc(N2C(=O)CC(N3CCN(c4ccc(Cl)cc4)CC3)C2=O)cc1 (stereo not given)	7	1	-4	7	2	0.8	-4	-2	0.1
Fc1cccc(Nc2nc3ccccc3n3cnnc23)c1	-3	0	-1	9	-1	-0.2	-17	0	-1.3
CCN(CC(=O)Nc1ccccc1C(F)(F)F)C(=O)c1ccc2[nH]c3c(c2c1)CC(C)CC3 (stereo not given)	41	-8	6	5	4	-0.4	-10	2	-1.4
Cn1c(N)c(S(=O)(=O)c2ccc(Br)cc2)c2nc3ccccc3nc21	-1	-5	-7	16	11	2.4	-21	-3	8.2
COc1cccc(Nc2nc(C(N)Cc3ccc(F)cc3)cs2)n1 (stereo not given)	24	x	0	7	62*	x	x	12	x

The list continues.
Results follow in this order: TAAR1 antagonist, CHO parental Ca, M1 antag, CHRM1 PAM, TAAR1 agonist, V1aR counter, OXTR potentiator, M1 ag, OXTR ag
Oc1ccc(N=Nc2ccc3c(c2)OCCO3)c(O)c1
→ -15, 6, -9, 4, 1, -0.1, -4, 1, 0.7
CCC(=O)c1ccc(OCC(=O)Nc2ccc3nc(C)sc3c2)cc1
→ -10, -26, -8, 0, 10, 6.2, -5, 1, 5.0
CCN(CC)c1ccc(/C=c2\sc3nnc(-c4ccccc4Cl)n3c2=O)cc1
→ 28, 27, -13, 5, 21, 13, -8, 3, 7.3
CCCc1[nH][nH]c(=O)c1C(c1ccc(Br)cc1)C(C#N)C#N (stereo not given)
→ -3, -6, -7, 6, 20, 0.2, -4, -7, -1.0
CCc1c(C)nc2ncnn2c1N1CCCC(C(=O)NCCc2ccccc2)C1 (stereo not given)
→ x, -20, -5, 15, x, -1.4, 6, -9, -0.3
O=C(Nc1ccc(S(=O)(=O)Nc2nccs2)cc1)c1ccc(=O)[nH]c1
→ 21, -4, 0, 9, 0, -0.1, -1, -3, 0.9
CC(C)c1ccc(-c2nnc(SCC(=O)NC3CC3)n2C)cc1
→ -46, -4, -2, 20, 1, 0.2, -4, -3, -0.5
Nc1nc(N)c(Cc2ccc(Cl)cc2Cl)c(N)n1
→ -16, 7, 5, -3, 16, 7.3, -11, -9, 8.9
COc1ccc(-c2cc(C(F)(F)F)c3c(N)c(C(=O)NCCSC)sc3n2)cc1
→ 7, -20, -10, 9, 13, 1.4, 0, -3, 3.1
Cc1ccc(C(=O)NC(=S)N2CC(C)OC(C)C2)cc1[N+](=O)[O-] (stereo not given)
→ x, -5, -7, 6, x, 0.7, -3, -2, -0.8
CCCn1cc(CN2CCCC(C(=O)c3cccc(OC(C)C)c3)C2)c(C)n1 (stereo not given)
→ 1, -19, 39*, -28, 3, 1.9, 3, -11, 0.9
C/C(=N\NC(=O)c1cc(-c2ccc(O)cc2)nc2ccccc12)c1cccnc1
→ -3, x, -16, 11, -1, x, x, 0, x
Cc1cccn2c(=O)nc(SCC(=O)N3CCN(c4ccccc4)CC3)nc12
→ -4, -22, -1, 1, 1, -1.0, -1, -6, -1.2
O=c1c2ccccc2[nH]c(=S)n1CCCn1ccnc1
→ -6, -5, 14, -10, 18, -0.3, -4, 1, 0.1
O=C1NC(=S)SC1=Cc1ccccc1Br
→ -19, x, 0, -9, 2, x, x, 3, x

Looked up above.
Oc1ccc(N=Nc2ccc3c(c2)OCCO3)c(O)c1 in V1aR counter → -0.1
C/C(=N\NC(=O)c1cc(-c2ccc(O)cc2)nc2ccccc12)c1cccnc1 in CHRM1 PAM → 11
Cc1ccc(C(=O)NC(=S)N2CC(C)OC(C)C2)cc1[N+](=O)[O-] (stereo not given) in CHO parental Ca → -5
CCCc1[nH][nH]c(=O)c1C(c1ccc(Br)cc1)C(C#N)C#N (stereo not given) in M1 ag → -7
Cc1cccn2c(=O)nc(SCC(=O)N3CCN(c4ccccc4)CC3)nc12 in OXTR ag → -1.2
O=c1c2ccccc2[nH]c(=S)n1CCCn1ccnc1 in M1 antag → 14
CCc1c(C)nc2ncnn2c1N1CCCC(C(=O)NCCc2ccccc2)C1 (stereo not given) in OXTR potentiator → 6
